Source: PubChem BioAssay
CF NFkB inh = inhibitors of PAF-induced NF-kB signaling, primary screen, cell-based, GFP fluorescence, uHTS; KKLEB NF-kB-GFP reporter, GFP fluorescence overnight; inhibition, % at 5 µM; 360,000 tested, 0.86% active;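 active means at least 50% inhibition at 5 µM, scaled per plate between neutral and stimulator controls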;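 further: PAF is a Pseudomonas aeruginosa culture filtrate used as stimulus; plate controls were PAF-stimulated DMSO wells for no effect and unstimulated DMSO wells for full effect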
KKLEB cytotox = cytotoxicity in KKLEB CF airway cells, primary screen, cytotoxicity control for CF NF-kB inhibitor project, cell-based, uHTS, fluorescence assay plates; 360,000 tested, 0.36% active; activity change (cytotoxicity), % at 5 µM; KKLEB CF airway cells viability, ATPlite luminescence, overnight; hits give low values; cells stimulated with P. aeruginosa culture filtrate;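 active means corrected activity change at or below -50% at 5 µM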
NR2F2 inh = NR2F2 transcriptional activity inhibitors, primary screen, cell-based, luciferase reporter, HEK293T, luminescence; COUP transcription factor 2 (Homo sapiens), P24468; HEK293T NGFI-A luciferase reporter; inhibition, % at 8.6 µM; 370,000 tested, 0.7% active;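 active means inhibition above a per-plate cutoff, mean inhibition of test wells between control levels plus 3 SD, cut at about 38% in these data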;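 further: cells cotransfected with COUP-TFII expression vector driving the NGFI-A reporter; 0% = median of COUP-TF2 test wells and 100% = reporter-only cells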
C8 TRAIL sens = viability loss with TRAIL in NB7+C8 cells, primary screen, TRAIL sensitizer project, cell-based, ATPlite luminescence | 360,000 tested, 1% active | inhibition (viability loss, TRAIL sensitization), % at 10 µM | AID 624354, 2012;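 active means compounds causing at least 50% loss of cell viability in the single-dose screen, relative to plate controls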
EBV LMP1 NFkB = EBV LMP1-driven NF-kappaB luciferase reporter inhibitors, primary screen, cell-based, luminescence, single point; LMP1-induced NF-kappaB luciferase reporter cells; inhibition, % at 12.5 µM; 350,000 tested, 0.69% active; AID 504558, 2011; in the data active means inhibition above about 41%;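 further: 0% = neutral control wells and 100% = reference inhibitor control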
NR5A2 inv ag = LRH-1 (NR5A2) inverse agonists, primary screen, cell-based, luminescence, HEK293T, StAR-luciferase reporter | LRH-1 transfected, 24 h | AID 602396, 2012 | inhibition, % at 3.6 µM | 360,000 tested, 0.13% active | Nuclear receptor subfamily 5 group A member 2 (Homo sapiens), O00482;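 active means inhibition above the mean inhibition of all tested compounds plus 3 SD, cut at about 73% in these data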;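 further: 0% = DMSO wells and 100% = reporter-only cells lacking LRH-1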
SRC1 inh = SRC1 coactivator transcriptional activity inhibitors, primary screen, cell-based, luminescence; HEK293 GAL4-SRC1 luciferase reporter; inhibition, % at 3.6 µM; 360,000 tested, 0.12% active;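 active means inhibition above the campaign mean plus 3 SD, with each screening campaign given its own cutoff, cut at about 60% in these data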;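 further: 0% = DMSO treated cells and 100% = gossypol at 36 µM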
TWEAK-Fn14 inh = inhibitors of TWEAK-Fn14 signaling, primary screen, luciferase reporter cells, uHTS; 360,000 tested, 2% active; TWEAK-stimulated Fn14 reporter cells, luciferase luminescence, 8 h; inhibition, % at 10 µM; AID 1159606, 2016; in the data active means inhibition above about 50%
TROY NFkB inh = inhibitors of TROY-driven NF-kB signaling, primary screen, Q293 LMP1-TROYcd cells, NF-kB luciferase, uHTS; Q293 LMP1-TROYcd NF-kB luciferase reporter, 4 h; inhibition, % at 10 µM; 360,000 tested, 0.98% active; AID 1347056, 2019;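 active means compounds whose plate-normalised and pattern-corrected inhibition of the luciferase reporter signal at the single screening dose is 50% or more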
SRC3 inh = SRC3 coactivator transcriptional activity inhibitors, primary screen, cell-based, luminescence; 360,000 tested, 0.17% active; inhibition, % at 3.6 µM; AID 588352, 2011; HEK293 GAL4-SRC3 luciferase reporter; Nuclear receptor coactivator 3 (Homo sapiens), Q9Y6Q9;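 active means inhibition above a per-campaign cutoff, the mean of all compounds plus 3 SD, cut at about 60% in these data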;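 further: 0% = DMSO-treated cells and 100% = gossypol-treated cells at 36 µM; higher means less SRC3-driven luciferase light from the GAL4 reporter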
Shn3 3UTR inh = reduction of Shn3 3'UTR firefly luciferase signal, primary screen, Schnurri-3 inhibitor project, cell-based, Clone20 osteoblasts, set 2; Clone20 osteoblast Shn3 3'UTR firefly luciferase, 24 h; inhibition, % at 12.5 µM; 360,000 tested, 0.52% active; AID 588674, 2011;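 active means mean inhibition of at least 75% with every replicate also reaching 75%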;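 further: 0% = median of neutral control wells and 100% = pilot-screen positive control compound; some compounds past the cut are filed as inactive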
Starred values were filed as active, the others as inactive; . = no result given; & = joins results of further samples. Only part of the results is shown (hit frequency here may not be typical).

#	smiles	CF NFkB inh	KKLEB cytotox	NR2F2 inh	C8 TRAIL sens	EBV LMP1 NFkB	NR5A2 inv ag	SRC1 inh	TWEAK-Fn14 inh	TROY NFkB inh	SRC3 inh	Shn3 3UTR inh
1	COC(=O)c1ccccc1NC(=O)Cn1nnc(-c2ccc3c(c2)OCO3)n1	-1	-5	3	2	-2	1	11	9	0	11	-3
2	CC(=O)c1ccccc1Oc1nc(CN2CCOCC2)nc2scc(-c3cccs3)c12	11	-8	4	-1	-3	-4	13	-15	-27	8	61
3	CCOC(=O)N1CCN(C(=O)CN(Cc2ccccc2)S(=O)(=O)c2ccc(OC)c(Cl)c2)CC1	8	1	0	5	-5	-8	7	0	-21	2	-15
4	COc1ccc(-c2nnc(Nc3ccc(S(=O)(=O)Nc4nccs4)cc3)c3ccccc23)cc1	16	-7	0	-6	-16	-31	-10	-30	-16	-5	-14
5	CCCN1C(=O)c2ccc(C(=O)Nc3ccc4c(c3)OCO4)cc2C1=O	5	8	0	23	-8	-3	-8	-28	-34	-15	-28
6	Cc1ccc(-c2nnc(SCC(=O)N(C)C)nc2-c2ccc(C)cc2)cc1	-20	10	-2	-18	3	-10	17	-3	7	-7	7
7	CCN1C(=O)CC(N2CCC(C(=O)N3CCCCCC3)CC2)C1=O (stereo not drawn)	9	4	-1	-3	3	7	5	-3	3	14	-8
8	O=C(NCc1ccc(OC(F)(F)F)cc1)c1cc(-c2ccccc2)nn1CC1CC(c2cccnc2)=NO1 (stereo not drawn)	-13	-6	6	11	10	20	2	-36	5	12	11
9	O=C(N/N=C/c1cccs1)c1cc(-c2ccc(Cl)s2)[nH]n1	4	-2	30	4	8	-13	-9	19	-41	6	-7
10	Nn1c(SCC(=O)NC2CCCCCC2)nnc1-c1ccco1	-7	3	8	-6	-3	-4	7	16	3	12	-36
11	N=C1c2ccccc2CN1NC(=O)c1cccc(S(=O)(=O)N2CCCCC2)c1	-8	1	9	-7	4	-10	-10	10	0	0	2
12	Cc1ccc(S(=O)(=O)C(F)(F)F)cc1NC(=O)c1cccnc1	1	-6	-10	-6	3	-2	1	-11	8	2	3
13	COC(=O)C1=C(C)Nc2c(c(=O)n(C)c(=O)n2C)C1c1ccc(Cl)cc1 (stereo not drawn)	-16	-11	9	-2	2	-20	-3	-14	36	-5	-9
14	O=c1c(C=Nc2ccc(Oc3ccccc3)cc2)c[nH]n1-c1cccc(Cl)n1	2	-24	5	-16	-3	5	-19	5	-24	-2	12
15	CCOC(=O)c1c(/N=C/c2cc(C)ccc2O)sc2c1CCN(C)C2	0	8	0	3	1	1	3	-2	-6	2	8
16	COc1ccc(C(=O)Nc2nc(C)c3cc4c(cc3n2)OCO4)cc1	-3	1	-6	-5	-3	-3	8	-8	-3	15	-6
17	CCOC(=O)C(CC)Sc1nnc2cc(C)c3ccccc3n12 (stereo not drawn)	21	-1	6	-8	-2	-7	-14	-3	-13	0	-3
18	Cc1cc(C(=O)N/N=C/C=C/c2ccccc2)n[nH]1	-34	6	0	-10	1	-6	1	-13	8	8	-20
19	Cc1ccccc1NC(=O)COC(=O)C1=COCCO1	-1	-16	-6	-8	3	18	3	2	-4	-33	1
20	CNc1c(NS(=O)(=O)c2ccc(F)c(Cl)c2)c(=O)oc2ccccc12	-2	2	16	4	-1	-7	0	0	-8	-5	1
21	CCOCCCNC(=O)C1CCCN(S(=O)(=O)c2ccc(-n3cnnn3)cc2)C1 (stereo not drawn)	13	-11	-11	26	-4	0	12	-2	11	-3	-7
22	COc1ccc2cc(C)c3nnc(SCC(=O)Nc4nc(-c5ccc(F)cc5)cs4)n3c2c1	22	-42	5	18	-22	-13	-6	-22	14	6	33
23	CC(C(=O)c1ccccc1)n1c(N2CCOCC2)nc2c1c(=O)n(C)c(=O)n2C (stereo not drawn)	20	-10	1	24	-11	-8	-7	13	3	8	4
24	CCN(CC)S(=O)(=O)c1ccc2c(c1)N(CC(=O)NCCCN1CC(C)CC(C)C1)C(=O)CO2 (stereo not drawn)	-7	11	4	11	-3	-12	-20	-3	4	0	3
25	COC(=O)c1c(C)c[nH]c1C	22	-1	-18	7	2	-11	-4	-1	-1	0	-2
26	CC(C)c1nnc(SCC(=O)NC(C)(C)C)n1C	17	7	-12	8	11	-1	9	10	-25	1	-1
27	O=[N+]([O-])c1ccc(N2CCCCC2)nc1N1CCCCC1	4	-11	-3	1	3	44	-20	-21	10	5	14
28	Cc1ccc(OCC(O)CNC(C)c2ccccc2)cc1C (stereo not drawn)	-5	-3	-9	-1	3	23	-14	6	-46	2	26
29	COc1ccc2oc(=O)c(C(=O)Nc3ccccc3C)cc2c1	-15	4	-46	25	1	-111	-154	8	-22	-130	-79
30	CC(=O)Nc1ccc2nc(CN3CCN(Cc4ccc(F)cc4)C(CCO)C3)ccc2c1 (stereo not drawn)	-1	2	11	-18	1	-15	13	5	10	12	.
31	Cc1ccc(-c2cc(C(=O)Nc3c(C)n(C)n(-c4ccccc4)c3=O)[nH]n2)c(O)c1	-3	0	2	-2	0	-5	6	3	12	1	-19
32	Cc1ccccc1N(CC(=O)NC(C)(C)C)C(=O)CCC(=O)Nc1nccs1	5	11	-23	-12	8	7	-27	8	-1	-1	-5
33	CCn1c(COc2c(C)cccc2C)nnc1SCC(=O)N1CCN(c2ccccc2)CC1	17	2	33	8	10	19	24	21	15	5	13
34	COc1ccccc1NC(=O)CSc1nnc(-c2ccco2)n1N	1	14	2	14	1	20	-1	0	-9	14	-4
35	Cc1cc(/C=C(\C#N)C(=O)NCc2cccs2)c(C)n1-c1ccc([N+](=O)[O-])cc1	-1	-13	7	-5	10	11	-11	-35	4	-6	20
36	CC(C)(C)N(Cc1ccccc1)C(=O)COC(=O)C1CC(=O)N(Cc2ccccc2)C1 (stereo not drawn)	1	2	-17	-1	-13	-2	0	4	-7	-7	-84
37	CCOC(=O)Cc1nnc(NC(=O)CSc2nc3ccccc3[nH]2)s1	4	24	8	11	4	4	4	-7	9	3	8
38	O=C(N1CCCC1)C12CC3CC(CC(Cl)(C3)C1)C2	1	1	-13	-11	1	0	11	1	5	10	-11
39	COCCN(CCOC)S(=O)(=O)c1ccc(C(=O)NCCCN2CCOCC2)cc1	0	-6	-7	-24	2	-30	-3	-12	-41	-10	8
40	CN1CCN(CCCNC(=O)Nc2cccc3ccccc23)CC1	10	0	10	-23	1	-12	6	-3	2	17	-6
41	COc1cccc(NC(=O)Nc2nnc(N3C(C)CCCC3C)s2)c1 (stereo not drawn)	40	-12	6	-3	-1	-26	2	20	-3	4	-16
42	Cc1c(NC(=O)Nc2ccc(C(C)C)cc2)c(=O)n(-c2ccccc2)n1C	12	-3	-4	-22	0	26	-6	-27	2	2	11
43	Cc1ccc(C(=O)Nc2cccc(C(F)(F)F)c2)cc1NC(=O)c1ccno1	60*	-4&-6	7&5	1&-16	46*	-35&23	-1&2	-36&-31	5&7	-8&-3	4&31
44	COc1ccc(S(=O)(=O)n2ccc(-c3ccc4c(c3)CCC(C)(C)O4)n2)cc1	-9	-6	-14	15	.	-29	-25	-7	0	-3	11
45	Cc1ccc(SC2=C(Sc3ccc(C)cc3)C(=O)c3ccccc3C2=O)cc1	40	-12	-22	12	-7	-65	-71	47	60*	-59	-17
46	Cc1ccc(C2Nc3cccc4cccc(c34)N2)s1	11	-4	-1	-3	-1	25	-33	22	-4	1	4
47	COc1cccc(/C=N/Nc2c(Cl)cncc2Cl)c1O	21	-6	-34	9	-2	-67	-30	20	-27	-53	-16
48	N#Cc1ccc(CN2CCN(c3ccc(S(=O)(=O)N4CCCC4)cn3)CC2)cc1	-16	15	2	14	2	8	8	7	-8	6	-4
49	Nc1nc(NCCc2ccccc2)nc(NCCO)c1[N+](=O)[O-]	-12	-6	-4	-7	-19	-6	19	13	-29	-9	-10
50	COc1ccc(-n2c(SCC(=O)Nc3nccs3)nc3c(c2=O)SC(C)C3)cc1 (stereo not drawn)	-10	6	13	-6	-7	-42	-1	7	4	-1	4

Continued.
#	smiles	CF NFkB inh	KKLEB cytotox	NR2F2 inh	C8 TRAIL sens	EBV LMP1 NFkB	NR5A2 inv ag	SRC1 inh	TWEAK-Fn14 inh	TROY NFkB inh	SRC3 inh	Shn3 3UTR inh
51	CC(C)CC1CCCCC1OC(=O)C[N+]1(C)CCCCC1 (stereo not drawn)	11	2	-9	-6	-12	11	-7	-7	-6	5	0
52	Cc1cccc(NC(=O)NNC(=O)CCc2ccccc2)c1	7	7	-14	-11	-2	-12	-20	-6	-25	-12	8
53	CC(C)CNC(=O)c1ccccc1SCC(=O)NC12CC3CC(CC(C3)C1)C2	-1	-4	20	7	3	-3	20	-3	-1	16	-14
54	COCCNC(=O)/C(C#N)=C/c1c(N2CCN(c3cccc(Cl)c3)CC2)nc2c(C)cccn2c1=O	-12	3	-4	1	12	-16	8	-2	-12	-16	14
55	CC(NC(=O)COC(=O)Cc1ccc(-c2ccccc2)cc1)c1ccccc1 (stereo not drawn)	-7	-2	11	-1	-6	-15	-15	3	17	-7	10
56	Cc1nc(SCC(=O)Nc2cc(C)on2)c2c(C)c(C)sc2n1	30	-50	-31	-2	-1	2	-25	-5	24	6	10
57	CCCCC1=CC2=C(c3ccco3)C(=O)C(C)(OC(=O)c3ccc(OC)cc3)C(=O)C2=CN1c1ccc(OC)cc1 (stereo not drawn)	1	1	14	-21	1	5	-4	6	-1	-11	11
58	CCCc1c(O)nc(SCc2ccccc2)[nH]c1=O	-1	-12	4	-18	7	1	-13	-16	-3	20	0
59	Cc1c(Br)c([N+](=O)[O-])nn1CC(=O)N1CCc2ccccc21	-6	0	-12	6	5	6	6	-3	16	13	-26
60	CC1(C)CC2CC(C)(CN2S(=O)(=O)c2ccc(C(=O)Nc3cc(S(=O)(=O)N4CCOCC4)ccc3Cl)cc2)C1 (stereo not drawn)	18	6	36	11	19	4	22	20	4	21	40
61	CCn1c(=O)c(C(=O)CN2CCOCC2)c(N)n(Cc2ccccc2)c1=O	-4	2	1	-4	-1	15	13	-14	0	0	0
62	COC(=O)CSc1nn(-c2ccc(F)cc2)c(=S)s1	14	-16	0	-5	1	7	-2	-15	-9	20	2
63	CNNC(=S)NC1CC2CC1C1C=CCC21 (stereo not drawn)	9	4	11	-15	-2	-2	-7	9	-29	22	-4
